BioA inh = inhibitors of Mycobacterium tuberculosis BioA enzyme | inhibition, % at 9.99 µM | AID 602481 | purified M. tuberculosis BioA enzyme, plate reader | hit rate 0.096% among 360,000; in the data active = inhibition above about 40%
MazEF act = MazEF (E. coli) toxin RNase activation | P0AE70 | FAM/BHQ RNA-DNA oligo cleavage fluorescence, 5 h | activation, % at 20 µM | hit rate 0.32% among 350,000; in the data active = activation above about 50%
Target sequence (P0AE70 whole entry, looked up): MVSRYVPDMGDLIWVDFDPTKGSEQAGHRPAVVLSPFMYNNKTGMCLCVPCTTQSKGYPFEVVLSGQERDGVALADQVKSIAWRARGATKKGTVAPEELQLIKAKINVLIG
3CLpro inhibitor = SARS-CoV 3CLpro protease inhibition. P0C6X7. recombinant SARS-CoV 3CLpro, quenched FRET peptide cleavage. inhibition, % at 6 µM. hit rate 0.14% among 290,000. AID 1706; in the data active = inhibition above about 12%
Mtb UGM inh = inhibitors of M. tuberculosis UDP-galactopyranose mutase; purified UGM, fluorescence polarization probe displacement; inhibition, % at 10 µM; hit rate 0.06% among 320,000; AID 504406; in the data active = inhibition above about 10%, passing the limit was not always enough
VHR inh abs = DUSP3 (human) phosphatase inhibition | P51452 | AID 1654 | hit rate 0.52% among 290,000 | recombinant VHR phosphatase, pNPP absorbance | inhibition, % at 13.3 µM; in the data active = inhibition above about 50%; also: some compounds called inactive have numbers as strong as hits
Target sequence (P51452 whole entry, looked up): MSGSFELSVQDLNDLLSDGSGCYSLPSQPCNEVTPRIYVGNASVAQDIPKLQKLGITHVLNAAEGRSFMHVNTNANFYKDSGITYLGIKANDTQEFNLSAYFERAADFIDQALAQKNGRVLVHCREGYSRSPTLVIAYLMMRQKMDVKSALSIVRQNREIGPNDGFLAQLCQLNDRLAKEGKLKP
Rv3671c protease = inhibits the M. tuberculosis serine protease Rv3671c | P9WHR9 | inhibition, % at 5.96 µM | hit rate 0.048% among 320,000 | AID 2606; in the data active = inhibition above about 38%;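 also: extracellular domain of Rv3671c used as enzyme; 0% = enzyme with DMSO and 100% = no enzyme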
Target sequence (P9WHR9 whole entry, looked up, the tested form may be a part): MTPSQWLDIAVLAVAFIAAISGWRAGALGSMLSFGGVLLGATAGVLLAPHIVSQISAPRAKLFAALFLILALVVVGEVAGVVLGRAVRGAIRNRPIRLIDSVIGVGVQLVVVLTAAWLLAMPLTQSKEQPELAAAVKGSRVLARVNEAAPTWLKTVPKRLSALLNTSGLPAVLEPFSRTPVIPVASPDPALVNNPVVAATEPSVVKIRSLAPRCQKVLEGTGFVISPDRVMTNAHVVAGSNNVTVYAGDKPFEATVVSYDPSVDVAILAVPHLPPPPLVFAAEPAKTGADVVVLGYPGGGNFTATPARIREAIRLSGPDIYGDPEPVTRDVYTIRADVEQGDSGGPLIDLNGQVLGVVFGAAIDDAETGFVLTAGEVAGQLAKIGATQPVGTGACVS
Vc quorum ag = inducers of Vibrio cholerae quorum light production without autoinducers; V. cholerae BH1578 lux reporter, luminescence, 6 h; activation, % at 18.7 µM; hit rate 0.16% among 350,000; AID 588436; in the data active = activation mostly above about 9.7%, no sharp cut-off; also: not every result past the cut was called active; inactives centre near 0; reference of the scale not given here
GDH-TPI counter = inhibits GDH-TPI coupling enzymes, artifact for Mtb FBA screen. GDH-TPI coupled enzyme counterscreen, NADH absorbance. inhibition, % at 4.8 µM. hit rate 1.2% among 360,000. AID 588335; in the data active = inhibition above about 30%;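 also: 0% = DMSO wells and 100% = wells lacking the enzyme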
PriA SSB inh = blocks PriA binding to SSB C-terminal tail; AlphaScreen SSBct-PriA binding, biotinylated peptide; inhibition, % at 33 µM; hit rate 0.6% among 430,000; in the data active = inhibition mostly above about 37%, no sharp cut-off; inactive = mostly below about 20%;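 also: plate controls were negative control peptide for no effect and reference peptide for full effect; strong numbers were not always called active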
Mtb FBA inh = inhibitors of M. tuberculosis fructose-bisphosphate aldolase | inhibition, % at 1 µM | P9WQA3 | hit rate 2.3% among 360,000 | AID 588726 | purified M. tuberculosis FBA, fluorescence read-out; in the data active = inhibition above about 27%;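 also: 0% = vehicle and 100% = reference inhibitor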
Target sequence (P9WQA3 whole entry, looked up): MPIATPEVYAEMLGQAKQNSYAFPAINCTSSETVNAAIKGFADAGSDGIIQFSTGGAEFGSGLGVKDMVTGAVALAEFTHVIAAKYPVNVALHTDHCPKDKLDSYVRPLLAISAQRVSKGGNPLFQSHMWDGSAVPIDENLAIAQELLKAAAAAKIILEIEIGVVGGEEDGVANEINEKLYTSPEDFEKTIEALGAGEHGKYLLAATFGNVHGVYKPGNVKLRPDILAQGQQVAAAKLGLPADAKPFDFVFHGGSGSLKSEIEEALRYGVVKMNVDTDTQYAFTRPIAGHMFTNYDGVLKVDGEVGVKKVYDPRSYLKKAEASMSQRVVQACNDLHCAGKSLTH
Active calls of the source: *; i = inactive; x = no result given; & = joins results of further samples. These rows are one share of the data; rates above refer to the full screens.

compound	BioA inh	MazEF act	3CLpro inhibitor	Mtb UGM inh	VHR inh abs	Rv3671c protease	Vc quorum ag	GDH-TPI counter	PriA SSB inh	Mtb FBA inh
C/C(=N/NC(=O)CCC(=O)Nc1ccc(Br)cc1)c1ccc(Br)cc1	-1.3	-32	-5	1.1	-13	-1	i	11	x	2
c1cnc2ccc(C(c3nnnn3C3CCCC3)N3CCN(c4nc5ccccc5s4)CC3)cc2c1 (configuration not stated)	0.8	2	5	-2.9	36	-7	i	9	16	3
COCc1ccc(C(=O)N2CCCC(N(C)Cc3ccccc3)C2)s1 (configuration not stated)	1.3	11	2	-1.4	-9	2	-0.3	-14	5	2
Cc1ccccc1NC(=S)NCc1cccn1C	x	5	-2	-4.3	-1	-5	-0.3	-3	-6	-1
CCNC(=O)Nc1ccc(S(=O)(=O)Nc2cnc(C)nc2C)cc1	-1.2	3	-1	1.8	12	-1	1.8	0	-8	1
CC1(C)Cc2cccc(OCC(=O)Nc3cc(C(F)(F)F)ccc3N3CCOCC3)c2O1	0.1	3	0	-1.3	-38	-3	-0.2	-2	-6	3
NS(=O)(=O)c1ccc(CCNC(=O)CSc2nc3ccsc3c(=O)n2CC2CCC(C(=O)O)CC2)cc1 (configuration not stated)	x	3	8	1.6	11	-1	-0.3	-5	-8	2
CNc1nccc(-c2ccc(F)cc2)c1C#N	21	-3	-1	-2.6	-6	5	-0.2	6	-17	32*
O=[N+]([O-])c1ccccc1CSc1nnc2ccccn12	x	8	-2	-0.2	14	0	i	3	-9	0
NC(=O)c1nnn(-c2nonc2N)c1-c1ccc([N+](=O)[O-])cc1	x	-4	2	4.5	11	5	i	1	-3	-1
N#C/C(C(=O)NCc1ccccc1)=C1/N=C(NC(=O)c2ccco2)c2ccccc21	-0.8	8	-2	2.4	-1	-6	7.1	17	6	0
O=C(Nc1cccc(Cl)c1)c1ccc2c(=O)n3c(nc2c1)CCCCC3	4.0	6	8	x	11	x	2.1	1	-12	1
NC(=O)c1c(C(F)(F)F)cc(-c2ccccc2)nc1NCCO	0.1	13	0	0.0	-14	-6	-0.3	10	-24	12
CCc1ccc(NC(=O)c2sc3nc4n(c(=O)c3c2C)CCC4)cc1	-1.4	-11	-2	3.5	11	6	i	14	-6	0
CC(Nc1ccc2c(c1)OCCO2)C(=O)N1CCc2ccccc21 (configuration not stated)	x	7	5	-0.6	17	5	i	-5	16	1
O=C(c1cccs1)N1N=C(c2ccccc2)CC1c1ccccc1O (configuration not stated)	x	6	1	-0.8	14	-38	-0.6	12	-12	1

Quoted from the listing:
3CLpro inhibitor result of `NC(=O)c1c(C(F)(F)F)cc(-c2ccccc2)nc1NCCO` stands at 0
Mtb UGM inh result of `O=[N+]([O-])c1ccccc1CSc1nnc2ccccn12` stands at -0.2
Mtb UGM inh result of `NC(=O)c1nnn(-c2nonc2N)c1-c1ccc([N+](=O)[O-])cc1` stands at 4.5
PriA SSB inh result of `N#C/C(C(=O)NCc1ccccc1)=C1/N=C(NC(=O)c2ccco2)c2ccccc21` stands at 6
MazEF act result of `O=C(Nc1cccc(Cl)c1)c1ccc2c(=O)n3c(nc2c1)CCCCC3` stands at 6
VHR inh abs result of `CCc1ccc(NC(=O)c2sc3nc4n(c(=O)c3c2C)CCC4)cc1` stands at 11

Other structures
compound	BioA inh	MazEF act	3CLpro inhibitor	Mtb UGM inh	VHR inh abs	Rv3671c protease	Vc quorum ag	GDH-TPI counter	PriA SSB inh	Mtb FBA inh
CCCCNC(=O)COC(=O)c1ccc(C)c(NC(=O)c2ccco2)c1	x	3	1	-3.9	34	5	-1.6	0	-12	2
CN(C)c1ccc(C#Cc2ccc3cc(CCO)oc(=O)c3c2)cc1	-0.3	48	x	1.4	x	-15	-4.0	4	-31	13
CN1CCN(C(=S)Nc2ccc(Cl)c(Cl)c2)CC1	7.3	3	2	4.5	-8	-9	-1.0	-3	-15	3
CC1CCN(C(=O)COC(=O)c2cc(S(=O)(=O)N3CCOCC3)ccc2Cl)CC1	-0.1	1	x	x	x	4	-3.4	-14	-16	-3
COCCN1Cc2cccc(C(=O)NCc3cccnc3)c2C1=O	0.8	11	-3	-5.5	-4	5	-0.4	-17	7	-1
COc1cccc(OCCNS(=O)(=O)c2cccc([N+](=O)[O-])c2)c1	0.3	-27	-1	0.4	15	5	i	-5	3	0
O=c1[nH]c(COc2ccccc2)nc2ccccc12	0.5	7	-3	-4.9	6	3	i	-9	-11	1
CCN(C(=O)CN1C(=S)NC(C)(C)CC1C)c1ccc(C)c(C)c1 (configuration not stated)	x	1	-2	-3.8	-10	-1	-0.3	7	6	2
Cc1ccc(S(=O)(=O)CCSc2nc(C)cc(C(F)(F)F)c2C#N)cc1	-4.0	-17	-4	1.6	27	-3	i	4	-30	0
COc1ccc(C=O)cc1O	-2.5	8	1	-0.3	-3	8	i	2	-1	-2
CCc1ccc(OCCOCCN2CCN(C)CC2)cc1	-3.0	-4	0	5.9	-14	-14	-0.1	4	1	-2
COC(=O)C1=C(c2ccc(C(C)=O)cc2)C[C@@H]2CC[C@H]1N2C(=O)N1CCC(C)CC1	5.1	-2	x	4.5	x	-1	i	12	-13	4
CC1CC1C(=O)OCC(=O)NCc1ccccc1 (configuration not stated)	-0.7	-1	x	-3.6	x	-4	i	3	2	0
OC12CCCCC1C(c1ccc3c(c1)OCO3)N(Cc1cccc(F)c1)CC2 (configuration not stated)	3.6	-3	-1	x	4	x	0.1&-5.0	-1	0	0
COc1ccc(OC)c(NC(=O)COC(=O)Cc2ccc(-c3ccccc3)cc2)c1	-2.3	3	2	2.9	-2	-1	-0.4	2	-17	-2
NC(Cc1ccccc1)c1csc(Nc2nccc(C(F)(F)F)n2)n1 (configuration not stated)	-2.4	x	x	x	x	x	i	-2	x	-3
Cc1ccc(C)c(S(=O)(=O)Nc2ccc(O)c(C(=O)O)c2)c1	x	9	3	-0.3	9	3	-0.5	3	-8&10	2
NC(=O)c1ccsc1NC(=O)c1cc(=O)c2ccccc2o1	-1.5	25	5	4.9	15	-11	-0.2	4	-20	-2
COc1cccc(-c2noc(CCCC(=O)N3CCOCC3)n2)c1	x	3	2	0.9	19	9	-0.5	13	0	2
Cc1ccc(-n2cnnn2)cc1Cl	x	2	0	5.5	12	-1	i	-2	-8	-3
CC(C)C[C@H]1CN=C(N(C)C)N1CC1CCCC1	-0.9	-1	x	1.2	x	-1	-0.6	7	-1	4
COc1ccc(-n2nnc3c(=O)n(Cc4ccccc4C)cnc32)cc1	-2.1	-1	-3	3.3	5	-3	-0.6	1	-16	0
CCN1CCSc2ccc(C(=O)NCc3cc(Br)ccc3OC)cc21	-0.4	0	3	-0.7	37	3	-0.2	-7	9	37*
CCOc1ccc(OCC(=O)Nc2ccc(OC)cc2)cc1	-2.0	-5	-3	4.0	-2	-6	0.4	9	-19	7
O=C(c1ccccc1Cl)c1c(O)c2ccccc2oc1=O	-0.2	2	x	6.4	x	-8	i	10	-4	-1
N/C(Cc1ccc([N+](=O)[O-])cc1)=N\OC(=O)COc1ccccc1Cl	x	-4	1	-2.1	-12	-2	-0.2	-2	x	1
CCCN(CC(=O)Nc1ccc(F)c(F)c1F)C(=O)CCc1nc2ccccc2c(=O)[nH]1	-0.8	-6	x	0.7	x	4	-4.0	1	-10	-1
CN(C)c1ccc(/C=C/C#N)cc1	-1.3	0	2	1.8	16	1	-0.9	27	26&0	9
CCn1cc(CN2CCN(Cc3ccc(OC)c(C)c3C)C(CCO)C2)c(C)n1 (configuration not stated)	1.0	5	0	-0.1	43	4	-0.4	1	-9	3
COc1cc2c(cc1OC)C(C(=O)N1CCCC1)C(c1ccccc1F)N(C)C2=O (configuration not stated)	x	3	1	0.0	-1	1	i	0	-6	0
CCCc1[nH]nc2c1C(c1ccc(OC(=O)c3ccco3)cc1)C(C#N)=C(N)O2 (configuration not stated)	2.5	7	6	2.2	22	-2	i	12	-9	-3
Cc1cccc(C(=O)Nc2sc(-c3ccccc3)cc2C(=O)O)c1	5.0	-20	11	3.5	0	14	-0.4	17	-3	20
CCC(C)(C)n1nnnc1C(c1cccnc1)N1CCCC(C)C1 (configuration not stated)	-0.4	2	5	-2.2	16	2	i	-3	-1	1
O=C(C1CCC(Cn2c(=S)[nH]c3ccccc3c2=O)CC1)N1CCN(c2ccccc2)CC1 (configuration not stated)	-1.8	5	4	1.2	x	-25	-0.3	9	8	3
C=CCOc1c(CNn2nnnc2N)cccc1OC	0.6	10	-4	3.8	4	7	-0.6	0	4	1
Cn1c(=O)c(C=Nc2ccccc2)c(O)c2ccccc21	x	x	1	0.1	22	0	x	x	x	x
CCNC(=S)N1CCC(n2cnc3ccccc32)CC1	x	-3	0	-1.9	31	11	-0.3	10	-12	-1
CCN(CC)CCNC(=O)c1cc2c(=O)n(C)c3ccccc3c2n1C	0.2	5	-8	0.6	-9	-3	i	-1	-4	28*
O=c1c(-c2ccco2)[n+]([O-])c2ccccc2n1OCc1ccccc1[N+](=O)[O-]	x	44	4	-1.7	9	2	0.2	14	4	-1
COC(=O)c1ccc(-n2nnnc2SCC(=O)Nc2ccccc2F)cc1	-2.2	5	1	0.7	13	1	-2.3	0	0	-1

Compound profiles (already shown). Screens in order: BioA inh | MazEF act | 3CLpro inhibitor | Mtb UGM inh | VHR inh abs | Rv3671c protease | Vc quorum ag | GDH-TPI counter | PriA SSB inh | Mtb FBA inh
CCN(C(=O)CN1C(=S)NC(C)(C)CC1C)c1ccc(C)c(C)c1 (configuration not stated) reads x | 1 | -2 | -3.8 | -10 | -1 | -0.3 | 7 | 6 | 2
CCC(C)(C)n1nnnc1C(c1cccnc1)N1CCCC(C)C1 (configuration not stated) reads -0.4 | 2 | 5 | -2.2 | 16 | 2 | i | -3 | -1 | 1

Going on with the list.
compound	BioA inh	MazEF act	3CLpro inhibitor	Mtb UGM inh	VHR inh abs	Rv3671c protease	Vc quorum ag	GDH-TPI counter	PriA SSB inh	Mtb FBA inh
COC(=O)c1ccc(=O)n(-c2ccc(OC)cc2)c1	x	-21	-7	-1.2	15	8	i	10	-1	6
CCOc1ccc(/C=N/NC(=O)Cc2csc(Nc3cccc(C(F)(F)F)c3)n2)c(OCC)c1	-1.1	-6	4	1.6	16	-9	x	9	x	-5
CCn1nnc(NC(=O)c2sc3ccccc3c2Cl)n1	-0.7	4	-5	1.9	16	-3	i	3	5	0
CCn1ncc([N+](=O)[O-])c1C(=O)Nc1ccc(C)c(C)c1	-3.1	-22	6	-1.2	-10	9	-0.3	4	8	4
COc1ccc(NC(=O)CN(C)C(=O)c2ccc(=O)[nH]c2)cc1	-1.8	9	-3	-4.0	12	-3	-0.3	8	0	-2
CCN(CC)C(=O)c1[nH]cnc1C(=O)N[C@@H](CCCCNC(=O)OC(C)(C)C)C(=O)OC(C)(C)C	1.1	5	-3	2.7	28	-8	-4.5	-1	-10	3
CCOc1ccc(C(=O)Nc2cc(=O)n(C)c(=O)n2C)cc1	0.2	4	0	-1.1	x	-1	-0.2	9	-8	-5
Cc1ccccc1-n1c(=O)c2ccccc2n2cnnc12	-0.1	1	5	0.3	9	5	-0.7	-6	-5	1
CC(=O)N1CCC2(CC1)CC(=O)c1cc(OCC(=O)N3CCOCC3)ccc1O2	x	-1	3	3.1	36	-7	i	10	-12	70*
CCCCn1c(N)c(N(CC(C)C)C(=O)CSc2ccc3c(c2)OCCO3)c(=O)[nH]c1=O	-5.1	-19	x	0.1	x	0	0.4	9	16	2
COc1cccc2cc(C(=O)Oc3ccccc3)c(=O)oc12	3.0	7	0	-4.5	-8	-6	i	1	-15	1
C=CCN(CC=C)C(=O)COC(=O)c1ccc(Sc2ncn[nH]2)c([N+](=O)[O-])c1	x	4	7	1.7	31	1	i	6	-2	0
COc1ccc(C2C(C(=O)NCc3ccccc3)=C(C)Nc3ncnn32)cc1OC (configuration not stated)	-2.3	0	-2	-3.0	-8	-5	0.6	-3	-3	2
Cc1cccc(N2CCN(S(=O)(=O)c3cccc4nonc34)CC2C)c1 (configuration not stated)	0.5	-1	5	0.9	2	-1	-0.6	-6	13	-1
